LGR2 inh: blocks bursicon-induced cAMP signaling via Drosophila LGR2 | HEK293 LGR2, CRE-luciferase, bursicon-stimulated, 4 h | hit rate 0.35% among 380,000 | inhibition, % at 9.99 µM;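 active = drop in luminescence signal, shown as inhibition above about 50% in the replicate tests, limit read from the data, passing the limit was not always enough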;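 note: agonist challenge used bursicon conditioned medium at about half maximal strength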
S100A4 MyoIIA: S100A4-myosin IIA interaction inhibition; inhibition, % at 10.7 µM; S100A4/TAMRA-MyoIIA peptide fluorescence polarization; AID 652163; hit rate 0.14% among 360,000;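 active = mean inhibition of at least 70% across replicates, with every replicate also reaching that level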
Target sequence (P26447 whole entry, looked up): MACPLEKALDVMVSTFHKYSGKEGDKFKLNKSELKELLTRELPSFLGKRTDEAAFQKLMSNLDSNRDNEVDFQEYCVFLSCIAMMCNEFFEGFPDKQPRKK
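Material: S100A4 monomer (human). Medium: Calcium-containing HEPES buffer, pH 7.2. Probe or stimulus: labelled myosin peptide probe, 5 nM. Compound dosing: one concentration per compound. Timing: polarization read 5 min after assay mix addition, stable 5–60 min. Benchmarks: DMSO as neutral control, TFP as positive control.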
Cneo AK release: Cryptococcus neoformans lysis via adenylate kinase release; AID 651654; hit rate 0.2% among 360,000; C. neoformans lysis, adenylate kinase release luminescence, 4 h; normalised: neutral wells 0, clomiphene wells 100; lysis activity, % at 15 µM;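 active = mean lysis activity across replicates of at least 80%, whatever share of replicates individually reach that level; inactive = mean lysis activity below 80%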
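Material: C. neoformans cells; Schedule: 4 h static compound exposure, 37 °C, read 1 h post-reagent; Measured by: adenylate kinase release luminescence; Read-out: signal increase indicating cell lysis; Controls: Clomiphene as positive lysis control.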
PGC1a acetyl inh: modulators of PGC1a acetylation | U2OS PGC1a acetylation, AlphaScreen anti-acetyl-lysine; with virally co-expressed GCN5 acetyltransferase | inhibition, % at 15.6 µM | hit rate 0.17% among 350,000 | AID 651687;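 active = every replicate shows inhibition of at least 40%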;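 note: 0% = neutral control wells and 100% = positive control wells; some results beyond the cut were filed as inactive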
ERAP1 inh: inhibitors of human ERAP1 aminopeptidase; Q9NZ08; recombinant ERAP1, Leu-AMC fluorescence, 60 min; inhibition, % at 10.7 µM; hit rate 0.15% among 340,000;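 active = mean replicate inhibition of at least 30%, or all replicates individually reaching that 30% level; inactive = mean below 30% and not every replicate reaching it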;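 note: 0% = neutral control wells and 100% = L-leucinethiol positive control wells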
Xi reactivation: X-chromosome reactivation activator | hit rate 0.055% among 360,000 | activation, % at 7.58 µM | XiGFP mouse fibroblasts, % GFP-positive cells imaging, 3 d; cells co-treated with 5-aza-dC sensitizer; scaled so ellipticine positive control = 100%;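 active = mean normalized replicate activation at least 10% and every replicate at or above 10%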;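 note: 0% = median of on-plate neutral control wells and 100% = ellipticine 6 µM median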
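Assay system: SV40-immortalized XiGFP fibroblast cells, line 68-5-11; buffer or medium: DMEM plus 5-aza-dC sensitizer; compound: one concentration, pinned; timing: compounds 3 days, fix/stain 15 min at room temperature; benchmarks: positive control ellipticine, 6 µM final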
Statin myotox sup: protects C2C12 myotubes from simvastatin toxicity; ATP luminescence, 48 h; scaled: DMSO 0, geranylgeraniol control 100; rescue of ATP level, % at 7.49 µM; hit rate 0.78% among 330,000;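 active = mean ATP rescue above about 67%, or every replicate alone reaching that limit, limit read from the data, passing the limit was not always enough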;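 note: myotubes were challenged with 10 µM simvastatin during compound exposure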
SIRT5 inh: sirtuin-5 (human) deacylase inhibition; AID 652115; inhibition, % at 15 µM; hit rate 1.1% among 330,000; Purified SirT5, succinyl-peptide AMC, trypsin-coupled fluorescence; Q9NXA8; in the data active = inhibition above about 15%
Target sequence (Q9NXA8 whole entry, looked up): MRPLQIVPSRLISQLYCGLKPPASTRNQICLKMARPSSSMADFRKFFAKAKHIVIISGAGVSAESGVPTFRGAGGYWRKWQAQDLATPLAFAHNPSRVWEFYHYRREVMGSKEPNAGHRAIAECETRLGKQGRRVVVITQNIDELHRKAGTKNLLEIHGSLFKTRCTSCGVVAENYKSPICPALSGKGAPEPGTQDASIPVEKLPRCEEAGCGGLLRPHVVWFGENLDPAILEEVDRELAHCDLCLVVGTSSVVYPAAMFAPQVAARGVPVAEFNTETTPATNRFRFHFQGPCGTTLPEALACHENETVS
Active calls of the source: *; / = not tested or not shown; & = joins results of further samples.

The line under a structure holds: LGR2 inh	S100A4 MyoIIA	Cneo AK release	PGC1a acetyl inh	ERAP1 inh	Xi reactivation	Statin myotox sup	SIRT5 inh
COc1ccc(-c2nc(CN3CCN(c4cc(C)nc(C)c4)CC3)c(C)o2)c2ccccc12
→ 13	4	8	/	4	0.2	3	-15
COc1cc(NC(=O)CCC(=O)N2CCN(S(=O)(=O)c3ccc(C)cc3)CC2)cc(OC)c1
→ -12	0	-2	-1	-1	0.0	-3	-4
COc1cc(NC(=O)COC(=O)c2cnccn2)c(C)cc1[N+](=O)[O-]
→ 6	6	2	20	-1	-0.1	5	4
COc1ccc(-c2nn(-c3ccccc3)cc2/C=C/C(=O)N2CCOCC2)cc1OC
→ 24	0	/	-17	13	1.4	-15	1
O=C(NCc1ccccc1CN1CCCC1)C1CCN(S(=O)(=O)c2ccc(Cl)cc2)CC1
→ -7	1	3	6	-8	0.2	2	-11
CC1(C(=O)Nc2cccc3ccccc23)CCN1C(=O)C1(c2ccccc2)CCCC1 (configuration not stated)
→ -4	-4	-1	-32	-1	0.0	11	2
O=C(O)C(Cc1ccc(O)c([N+](=O)[O-])c1)N1C(=O)c2ccccc2C1=O (configuration not stated)
→ -2	1	1	-2	-10	0.2	0	-3
CCCN(C)C[C@H]1Oc2cc(C#Cc3cccc(F)c3)ccc2S(=O)(=O)N([C@H](C)CO)C[C@H]1C
→ -10	1	-3	2	1	-1.2	-9	-3
CC(C)CCSc1nnc(N)s1
→ 8	0	/	/	-2	-0.2	/	-1
Cc1cccc2c1N(CCCOc1ccccc1)C(=O)C2=O
→ -9	-2	-2	/	-1	/	-3	-4

A second format for some results above.
> COc1cc(NC(=O)COC(=O)c2cnccn2)c(C)cc1[N+](=O)[O-]
  LGR2 inh = 6 | S100A4 MyoIIA = 6 | Cneo AK release = 2 | PGC1a acetyl inh = 20 | ERAP1 inh = -1 | Xi reactivation = -0.1 | Statin myotox sup = 5 | SIRT5 inh = 4
> COc1ccc(-c2nn(-c3ccccc3)cc2/C=C/C(=O)N2CCOCC2)cc1OC
  LGR2 inh = 24 | S100A4 MyoIIA = 0 | Cneo AK release = / | PGC1a acetyl inh = -17 | ERAP1 inh = 13 | Xi reactivation = 1.4 | Statin myotox sup = -15 | SIRT5 inh = 1

Later entries
The line under a structure holds: LGR2 inh	S100A4 MyoIIA	Cneo AK release	PGC1a acetyl inh	ERAP1 inh	Xi reactivation	Statin myotox sup	SIRT5 inh
COc1ccc(NC(=O)c2nc[nH]c2C(=O)N[C@@H](C)C(=O)OC(C)(C)C)cc1
→ -7	/	-2	6	/	0.0	-12	/
CC(C)NC(=O)N(C)C[C@H]1OCCCC[C@H](C)Oc2ccc(NC(=O)c3ccccc3)cc2C(=O)N([C@@H](C)CO)C[C@H]1C
→ -3	0	0	-1	2	-0.2	/	4
COc1cccc(S(=O)(=O)N2CCCCN3[C@H](C2)[C@H](c2ccc(-c4cccnc4)cc2)[C@@H]3CO)c1
→ 5	-7	4	-6	-1	0.1	-14	2
O=C(Nc1ccc(Br)cc1F)C1CC(=O)N(C2CCCCC2)C1 (configuration not stated)
→ 1	-2	4	-3	0	0.1	9	-3
COc1ccccc1-c1noc(CCC(=O)NC2CCCC2)n1
→ -9	-1	0	-10	-3	0.1	/	0
Cc1noc(C)c1NC(=O)Nc1ccc2c(c1)C(=O)N(C)[C@@H]1CC[C@H](CC(=O)N[C@@H]3CCN(Cc4ccccc4)C3)O[C@H]1CO2
→ 2	12	3	5	3	0.2	19	-3
Cc1noc(C)c1NC(=O)Nc1ccc2c(c1)C(=O)N([C@@H](C)CO)C[C@@H](C)[C@H](CN(C)CC1CCCCC1)OCCCC[C@H](C)O2
→ -15	-12	-1	/	0	-0.8	/	-7
Cc1ccc(S(=O)(=O)N(C)C[C@H]2OCCCC[C@@H](C)Oc3ccc(NC(=O)CCC(F)(F)F)cc3C(=O)N([C@@H](C)CO)C[C@@H]2C)cc1
→ -17	-10	17	-2	/	0.6	/	5
C[C@@H](NC(=O)[C@H]1[C@H](CO)[C@H]2Cn3c(ccc(-c4ccccc4)c3=O)[C@H]2N1C)c1ccccc1
→ 5	3	2	/	1	0.1	10	-7
CC(C)n1cnnc1SCC(=O)NCC(=O)Nc1ccc(F)cc1
→ 7	-3	3	10	-2	0.0	2	0
CCOC(=O)N1CCN(Cc2nc3ccc([N+](=O)[O-])cc3c(=O)n2-c2cccc(OC)c2)CC1
→ 2	3	-1	-5	0	0.0	-4	4
COc1ccc(/C(C)=N/NC(=O)c2sccc2-n2cccc2)cc1
→ -18	5	/	-20	-1	0.0	/	-2
C[C@H](CO)N1C[C@H](C)[C@H](CN(C)C(=O)NC2CCCCC2)Oc2ncc(-c3ccccc3F)cc2C1=O
→ -1	-16	-3	-12	-2	-0.6	/	-1
Cc1ccc(C2CC(=O)c3cnn(-c4nc(C)cc(C)n4)c3C2)cc1 (configuration not stated)
→ 8	-5	/	5	1	0.0	27	/
O=C(Nc1cccc(Br)c1)c1ccc(Cl)c(S(=O)(=O)N2CCOCC2)c1
→ 13	0	-1	-7	-5	/	-11	0
CCN(CC)C(=O)c1nc[nH]c1C(=O)N1CCN(c2ccccc2)CC1
→ -3	-3	1	1	-3	0.9	6	0
Cn1c(=O)c2cc(NC(=O)Cc3cccc4ccccc34)ccc2n1-c1ccccc1
→ 7	-1	-2	-4	7	0.0	-63	-5
O=C(CSc1nnc(-c2ccccc2Br)o1)Nc1nncs1
→ -3	-1	0	/	0	0.3	-6	/
Cc1cc(C(=O)Cn2nnc(-c3ccc(Cl)cc3)n2)c(C)n1-c1ccccc1
→ -1	0	/	/	9	0.0	5	-4
Cc1c(C)c2ccc(OC(C)C(=O)N3C[C@H]4C[C@@H](C3)c3cccc(=O)n3C4)c(C)c2oc1=O (some centres not stated)
→ /	-3	0	-1	1	/	8	-5
O=S(=O)(Nc1ccc(Cc2ccncc2)cc1)c1ccc(Cl)c(Cl)c1
→ 12	-1	0	-12	1	/	45	5
COc1cccc(CNC(=O)C2CCN(S(=O)(=O)c3ccc4c(c3)CCC(=O)N4)CC2)c1
→ -15	-1	1	-3	/	-0.1	1	/
C[C@H]1CN([C@@H](C)CO)C(=O)c2cccc(NC(=O)C3CC3)c2O[C@H]1CN(C)Cc1ccc(Oc2ccccc2)cc1
→ -23	1	5	7	-1	-0.1	-2	-3
COc1ccc2c(c1)-c1nc(NC(=O)c3ccco3)sc1CC2
→ -59	/	-6	-7	/	-0.1	/	/
CC1CCC(NC(=O)C2c3ccccc3C(=O)N2Cc2ccc3c(c2)OCO3)CC1 (configuration not stated)
→ -5	-4	-2	-20	-3	0.0	3	-5
CCOC(=O)c1ccc(NC(=O)CC2C(=O)N(c3ccc(F)cc3)C(=O)N2CCC(C)C)cc1 (configuration not stated)
→ 3	/	-3	-24	/	/	-12	/
O=C(CNC(=O)c1ccc(Cl)cc1)NC(CO)c1ccccc1 (configuration not stated)
→ 12	2	-4	/	1	0.0	-8	-2
COc1cc2[nH]c3ccccc3c2cc1C
→ /	0	-4	-6	5	/	1	/
C[C@@H]1CCCCO[C@H](CN(C)S(=O)(=O)c2cn(C)cn2)[C@H](C)CN([C@H](C)CO)C(=O)c2cc(NS(=O)(=O)c3ccc(F)cc3)ccc2O1
→ 12	3	0	/	3	0.4	26	5
CC1=CC(C)(C)NC(=S)N1c1ccc2ccccc2c1
→ -58	-2	0&13	-19&-2	-2	0.0	-6&-23	/
COc1ccc(S(=O)(=O)N2CCN(C(=O)[C@H](Cc3ccccc3)NC(=O)c3ccco3)CC2)cc1
→ 5	-4	-2	6	2	-1.0	-9	-1
C[C@@H]1CN([C@H](C)CO)C(=O)c2cc(NC(=O)Cc3ccccc3)ccc2O[C@@H](C)CCCCO[C@@H]1CN(C)S(=O)(=O)c1ccc(F)cc1
→ 3	/	2	-14	/	0.0	56	/
CC(=O)c1ccc(NC(=O)c2ccccc2-c2ccccc2C(=O)O)cc1
→ 5	10	3	-15	-1	0.1	-3	4
Cc1noc(C)c1S(=O)(=O)NC(=O)C1(C)CCN1C(=O)C1(c2ccc(Cl)cc2)CCC1 (configuration not stated)
→ 19	-4	-1	5	2	0.0	7	/
COc1cccc(-c2ccc([C@@H]3[C@@H](CO)N4C(=O)CN(C(=O)c5ccncc5)C[C@H]34)cc2)c1
→ -6	7	/	-2	-1	0.2	/	0
C[C@H]1CN([C@@H](C)CO)C(=O)c2cc(NC(=O)Cc3ccccc3)ccc2O[C@@H]1CN(C)C(=O)Nc1ccc(F)cc1
→ 6	-19	-1	7	2	-1.0	4	4
Nc1[nH]c2cc([N+](=O)[O-])ccc2c1-c1ccccn1
→ 3	-16	-1	/	0	100*	5	-1
O=[N+]([O-])c1ccc(N2CCN(CCO)CC2)cc1Sc1ccccn1
→ 8	1	/	/	1	0.6	/	1
COC(=O)CNc1nc(Cl)nc(Nc2ccc(Cl)cc2)n1
→ -29	0	-2	-4	8	0.1	2	-3
COc1cccc(-c2ccc(C#N)c(SCC(=O)NCc3ccco3)n2)c1
→ -1	-4	-1	-3	-2	0.0	7	-2
O=C(Nc1ccc2c(c1)[C@@H]1C[C@@H](CC(=O)N3CCc4ccccc4C3)O[C@H](CO)[C@@H]1O2)C1CCOCC1
→ 0	2	9	-5	0	0.0	-3	-7
C[C@@H]1CN([C@H](C)CO)C(=O)c2cc(NS(=O)(=O)c3cccs3)ccc2O[C@@H](C)CCCCO[C@@H]1CN(C)Cc1ccccc1
→ -7	3	-1	4	3	-0.1	/	6
CCCCNC(=O)C1Cc2cc(S(=O)(=O)N3CCCCC3)ccc2N1C(C)=O (configuration not stated)
→ 3	13	5	-2	-6	0.4	5	0
CO[C@@H]1CN(C)C(=O)c2cc(NS(=O)(=O)c3cn(C)cn3)ccc2OC[C@H](C)N(Cc2cccc(F)c2)C[C@H]1C
→ -1	1	-1	0	-2	0.4	9	/
CN1C(=O)c2cc(NC(=O)Nc3ccccc3)ccc2OC[C@H]2O[C@@H](CC(=O)NC3CCC3)CC[C@@H]21
→ -5	-5	-3	4	1	0.1	-6	1
O=C(C[C@H]1CC[C@@H]2[C@H](COC[C@@H](O)CN2CC2CCOCC2)O1)NCC1CC1
→ 5	8	-1	4	0	0.2	8	1
NNC(=O)c1ccc(COc2ccc(Br)cc2)o1
→ 4	0	2	4	0	0.0	10	-4
CN(C)C(=O)C[C@H]1CC[C@H]2[C@H](COc3ccc(NC(=O)C4CC4)cc3C(=O)N2C)O1
→ -3	8	-2	1	/	0.3	23	-4

Compound activity (PubChem)

The list is partial, so the mix of outcomes need not match the whole.
